PAX8 inh HTS = inhibitors of PAX8-driven TPO luciferase reporter, primary screen, RMG-I cells, single concentration. inhibition, % at 12.6 µM. SteadyGlo, 24 h. 360,000 tested, 1.2% active;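 active = mean replicate inhibition at least 60% with every replicate also reaching 60%; inconclusive = only one of the two criteria is met; inactive = mean below 60% and not all replicates reaching 60%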;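 also: luciferase light reporting Pax8 driven TPO promoter activity; plate controls were median of neutral control wells for no effect and mitoxantrone controls for full effect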
Cneo AK release = Cryptococcus neoformans cell lysis inducers, primary screen, AK release luminescence, single concentration; C. neoformans lysis, adenylate kinase release luminescence, 4 h; normalised: neutral wells 0, clomiphene wells 100; lysis activity, % at 15 µM; 360,000 tested, 0.2% active;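 active = mean lysis activity across replicates of at least 80%, whatever share of replicates individually reach that level; inactive = mean lysis activity below 80%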
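Material: C. neoformans cells | Amount: Yeast cell density of 5 × 10^6 cells/mL | Medium: Fresh YPD growth medium | Dosing: Single dose | Times: Static 4 h at 37 °C with compound, 1 h detection | Detection: AK luminescence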
EWS-Fli inh = EWS/Fli-driven NR0B1 reporter inhibitors, primary screen, A673 cells, NR0B1 luciferase, luminescence, MLPCN library | viability-normalised | inhibition, % at 12.6 µM | 350,000 tested, 0.67% active | AID 651661, 2012;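 active = mean inhibition of at least 50% after viability correction, with every replicate also passing that limit; inconclusive = mean reaches 50% but only one of two replicates passes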;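 also: firefly luciferase signal divided by Alamar Blue viability fluorescence both relative to DMSO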
miR122 inh = miR-122 Renilla sensor signal increase in Huh7, primary screen, miR-122 inhibitor project, cell-based, single point, plate reader. Huh7 miR-122 Renilla luciferase sensor, 48 h; neutral wells = 0, positive control = 100. 340,000 tested, 0.3% active. activation (reporter increase), % at 12.5 µM. AID 602342, 2012;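 active = mean replicate activation score at least 90 and every replicate individually at or above 90; inconclusive = only one of the two criteria met; inactive = neither criterion met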;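 also: higher luciferase means less miR-122 activity so hits act as miR-122 inhibitors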
CASP6 VEID inh = human caspase-6 inhibitors, primary screen, biochemical, VEID-R110 fluorescence, single point, set 2; 350,000 tested, 0.53% active; P55212; inhibition, % at 12.5 µM; AID 686996, 2013; purified caspase-6, Z-VEID-R110 cleavage fluorescence;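 active = mean inhibition across replicates at least about 35%, with every replicate also reaching that limit, limit read from the data; inconclusive = only one of the two criteria met; inactive = neither criterion met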;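 also: 0% = median of neutral control wells and 100% = no fluorescence left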
Target sequence (P55212 24-179 limits assumed): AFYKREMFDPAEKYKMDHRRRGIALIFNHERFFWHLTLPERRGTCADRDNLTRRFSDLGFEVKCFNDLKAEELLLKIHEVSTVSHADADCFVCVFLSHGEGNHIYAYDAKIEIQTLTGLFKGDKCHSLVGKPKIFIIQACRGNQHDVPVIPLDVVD
Target sequence (P55212 194-293 limits assumed): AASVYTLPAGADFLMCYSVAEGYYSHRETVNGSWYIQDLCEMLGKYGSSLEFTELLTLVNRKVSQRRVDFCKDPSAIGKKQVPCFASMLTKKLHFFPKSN
PGC1a acetyl inh = inhibitors of PGC1a acetylation signal, primary screen, cell-based, U2OS, AlphaScreen, inhibitor mode; AlphaScreen anti-acetyl-lysine; with virally co-expressed GCN5 acetyltransferase; inhibition, % at 15.6 µM; 350,000 tested, 0.17% active;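 active = every replicate shows inhibition of at least 40%; inconclusive = mean inhibition at least 40% but some replicate below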;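 also: 0% = neutral control wells and 100% = positive control wells; some results beyond the cut were filed as inactive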
FN deposition inh = inhibitors of fibronectin matrix deposition, primary screen, AH1F cells, Alexa488-fibronectin fluorescence, plate reader; inhibition, % at 12.6 µM; 350,000 tested, 0.086% active; AH1F fibroblasts, overnight;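 active = mean inhibition across replicates of 30% or more, regardless of how many single replicates reach that level; inconclusive = mean under 30% yet at least half of replicates reach 30%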;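 also: positive control wells lacked labelled fibronectin entirely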
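Material: AH1F fibroblast monolayer depositing Alexa488-labelled fibronectin into matrix / Amount: 10000 AH1F cells per well / Signal: fluorescence 485/525 nm / Medium: DMEM, 2% serum / Compound: single dose, pinned / Incubation: 1 h cell adhesion before compound, then overnight fibronectin incubation / Reagent: Alexa488-FN, 24 nM final / Read-out: inhibition of fibronectin deposition signal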
LGR2 antag = inhibitors of bursicon-induced LGR2 CRE-luciferase signal, primary screen, cell-based, HEK293, CRE-luciferase reporter, bursicon stimulation; Drosophila bursicon receptor LGR2 (rickets); bursicon-stimulated, 4 h; 380,000 tested, 0.35% active; inhibition, % at 9.99 µM;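 active = drop in luminescence signal, shown as inhibition above about 50% in the replicate tests, limit read from the data, passing the limit was not always enough; inconclusive = probably only some replicates passing the limit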;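 also: agonist challenge used bursicon conditioned medium at about half maximal strength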
The depositor's hits bear a star; u = inconclusive; x = no result given; [ ] = remark or other dose.

Compound,PAX8 inh HTS,Cneo AK release,EWS-Fli inh,miR122 inh,CASP6 VEID inh,PGC1a acetyl inh,FN deposition inh,LGR2 antag
C[C@H]1CN([C@@H](C)CO)C(=O)Cc2cc(NC(=O)Cn3cnnn3)ccc2O[C@@H]1CN(C)S(=O)(=O)c1ccc(Cl)cc1,-10,6,-5,-1[16.7 µM],3,-6,-9,0
Cc1ccc(S(=O)(=O)N(C)C[C@@H]2Oc3cc(-c4cccc(F)c4)ccc3S(=O)(=O)N([C@H](C)CO)C[C@@H]2C)cc1,21,-3,-2,-4[16.7 µM],3,-16,x,19
O=C1CC(NS(=O)(=O)c2cccs2)CN1c1ccc(F)cc1 (centres undefined),3,x,-6,-4,2,-1,6,0
Cn1nc(SCc2ccccc2)c(=O)[nH]c1=O,3,1,-7,-4,1,-3,2,-1
Cc1cc(NC(=O)CCN2CCCCC2)ccc1Br,-5,1,-11,x,-2,x,-1,-9
O=C(COC(=O)CNC(=O)c1cccc(OC(F)F)c1)NNC(=O)c1ccccc1,-11,2,-2,x,3,1,-1,1
CC(C)(C)OC(=O)[C@H]1[C@H](c2ccc([N+](=O)[O-])cc2)C2(C(=O)c3ccccc3C2=O)C2c3ccccc3C=NN21 (some centres undefined),8,x,3,x,-2,x,0,x
Cc1cc(Nc2ccc(O)cc2)n2c(nc3ccccc32)c1C#N,10,x,25,x,1,9,4,-13
C=CCOc1ccc(/C(CC)=N/O)c(OC)c1,-38,6,x,-16,x,-15,-6,x
C[C@H](CO)N1C[C@H](C)[C@H](CN(C)C(=O)Nc2cccc3ccccc23)Oc2c(NS(=O)(=O)c3ccc(Cl)cc3)cccc2C1=O,x,-1,3,-2[16.7 µM],2,-2,x,-2
Cc1ccc(C(C)C)c(OCC(=O)OCC(=O)NC2CCS(=O)(=O)C2)c1 (centres undefined),-1,2,0,-1,2,7,x,2
Cc1ccc(Cn2c(SCC(=O)NCC3CCCO3)nc3c(sc4ccccc43)c2=O)cc1 (centres undefined),8,1,x,0,x,5,-3,x
Cc1ccc(S(=O)(=O)NC(C)C(c2cccs2)N2CCN(C)CC2)cc1 (centres undefined),x,1,x,-7,x,1,3,x
Cc1cn([C@H]2C[C@H](O)[C@@H](CCC(=O)NCC(c3ccccc3)c3ccccc3)O2)c(=O)[nH]c1=O,14,-1,4,2,3,-10,0,3
O=C(CCN1CCCCC1)N[C@@H]1CC[C@H](CC(=O)N2CCC(Cc3ccccc3)CC2)O[C@H]1CO,10,9,1,2[16.7 µM],-1,-1,-2,-5
CC(=O)N1[C@@H]2Cn3c(ccc(/C=C/c4ccccc4)c3=O)[C@H]1[C@@H](C(=O)N1CCOCC1)[C@@H]2CO,-11,x,-4,x,0,10,x,1
CS(=O)(=O)c1ccc(C(=O)OCC(=O)Nc2cccc(S(=O)(=O)N3CCCC3)c2)cc1,12,x,0,x,0,x,1,3
O=C(NCCc1nc2ccccc2[nH]1)c1cccc(Br)c1,16,-5,5,x,5,x,5,3
CCNC(=O)NC(=O)C(C)OC(=O)C(C)(C)Oc1ccc(Cl)cc1 (centres undefined),6,x,4,x,1,x,-16,0
COc1cc(NC(=O)c2ccc3c(c2)OCO3)ccc1NC(=O)c1cccs1,-26,x,-19,x,-3,x,x,0
CCOC(=O)C1(S(=O)(=O)c2ccccc2)CCN(Cc2ccc(Cl)cc2)CC1,x,x,x,5,0,-10,-8,15
CCN(C[C@H]1N[C@@](C)(C(=O)OC)[C@H]2C(=O)N(Cc3ccccc3)C(=O)[C@@H]12)S(=O)(=O)c1ccc(C)cc1,1,3,-8,x,-2,x,-1,5
O=C(C1=C(O)C(=O)N(CCOCCO)C1c1ccccn1)c1cccs1 (centres undefined),4,0,7,1,1,4,3,x
COc1ccc(NC(=O)Nc2cccc3c2O[C@H](CN(C)S(=O)(=O)c2ccc(F)cc2)[C@H](C)CN([C@H](C)CO)C3=O)cc1,-34,3,-13,2[16.7 µM],x,-5,x,8
COc1cc2c(cc1OC)CN(Cc1nc3ccsc3c(=O)[nH]1)CC2,11,2,x,-4,x,-5,1,x
O=C(C[C@@H]1C=C[C@@H](NC(=O)Nc2ccc(F)cc2)[C@@H](CO)O1)NCCN1CCCC1,0,1,1,0[16.7 µM],1,u,-8,-1
CCOc1ccc(NC(=O)c2ccc(NC(=O)CSc3nc4ccccc4c(=O)[nH]3)cc2)cc1,-18,x,-4,x,2,2,x,5
C/C(N)=C(/C#N)C(=O)CSc1nnc(-c2ccccc2Br)o1,x,-1,x,1,x,6,x,32
COc1ccc(N(CC(=O)N2CCC(C(N)=O)CC2)S(=O)(=O)c2ccccc2)cc1,-2,2,0,3,-3,-8,1,-5
O=C(NC(=O)c1ccccc1F)Nc1nc(-c2cccs2)cc(C(F)(F)F)n1,4,-3,1,-2,2,-1,-2,-13
COc1ccc2c(c1OC)CCC2=O,-16,3,x,-14,x,-2,1,x
COc1ccc(S(=O)(=O)N(C)C[C@@H]2Oc3c(NS(=O)(=O)c4ccc(Cl)cc4)cccc3C(=O)N([C@H](C)CO)C[C@@H]2C)cc1,14,-3,13,1[16.7 µM],x,-12,4,-3
O=C(CC(=O)Nc1ccc(Cl)cc1)N/N=C\c1cccc(F)c1,-10,0,3,-4,-1,0,2,-4
Cc1cccc(CSc2nncc(=O)[nH]2)c1,x,0,x,1,x,0,x,23
O=S(=O)(c1cccc(F)c1)N1CC[C@@H]2[C@@H](CO)Nc3ccc(C#Cc4ccccc4F)cc3[C@@H]21,19,3,-4,-3[16.7 µM],-5,1,-12,-6
CCOC(=O)C1=C(C)NC2=C(C1c1ccc([N+](=O)[O-])cc1)S(=O)(=O)c1ccccc12 (centres undefined),21,0,x,-1,x,2,8,x
Cc1ccccc1NC(=O)CN(C)S(=O)(=O)c1cccc2cccnc12,8,-3,1,1,-2,0,7,-5
O=C(C[C@H]1C[C@H]2c3cc(NC(=O)Nc4ccccc4F)ccc3O[C@H]2[C@H](CO)O1)NCc1cc(F)ccc1F,6,62,-3,12[16.7 µM],2,-12,1,-2
O=C(/C=C/c1ccc(F)cc1)N1CCCN(C(=O)/C=C/c2ccc(F)cc2)CC1,20,6,x,1,x,-1,-8,3
C[C@H](CO)N1C[C@H](C)[C@@H](CN(C)C(=O)Nc2ccccc2F)Oc2ncc(-c3ccccc3)cc2C1=O,x,0,-2,-13[16.7 µM],0,0,-20,3
Cc1ccc(-n2ncc(C(=O)NC3CC3)c2C2CCN(C(=O)OC(C)(C)C)CC2)c(C)c1,-6,-4,1,0,4,0,0,-2
COc1ccc2c3c(n(C)c2c1)[C@H](CO)N(C(=O)Cc1ccccn1)CC31CCN(Cc2ccccn2)CC1,-11,x,5,x,-7,5,x,-7
COc1ccc(/C=N/NC(=O)CCNc2n[nH]c(=O)[nH]c2=O)c(OC)c1,3,1,1,6,2,4,-10,3
CC(C)CC#Cc1cnc2c(c1)C(=O)N([C@@H](C)CO)C[C@@H](C)[C@@H](CN(C)CC1CCOCC1)O2,-15,4,-8,-1[16.7 µM],0,25,x,10
COc1ccc(-c2ccc3c(c2)O[C@@H](CN(C)C(=O)Nc2ccccc2F)[C@@H](C)CN([C@H](C)CO)S3(=O)=O)cc1,x,1,10,7[16.7 µM],-1,-14,-2,-6
COc1cccc(CNC(=O)C[C@H]2CC[C@H](NC(=O)C3CCOCC3)[C@H](CO)O2)c1,5,1,-6,x,1,-1,-7,20
CC1C(=O)NN=C1C(=O)N/N=C\c1ccc(O)cc1O (centres undefined),-6,-1,-1,-2,1,x,-6,-6
CCCc1cc(-n2ccnc2C)n2c(nc3ccccc32)c1C#N,12,-3,0,-2,-12,3,0,-1
C[C@H](CO)N1C[C@H](C)[C@H](CN(C)S(C)(=O)=O)Oc2ccc(NS(=O)(=O)c3ccc(Cl)cc3)cc2CC1=O,1,5,-4,-4[16.7 µM],2,-1,x,-7
CCc1ccccc1NC(=O)CN1CCN(C(=O)CN2C(=O)NC3(CCCCC3C)C2=O)CC1 (centres undefined),-10,3,-2,-5,-1,5,2,-5
COc1ccccc1-c1nc(-c2ccccc2)nc(N2CCN(C)CC2)c1C#N,21,x,4,x,0,-15,-7,-6
COCCNC(=O)C1(C)CCCN(Cc2ccc(-c3ccccn3)cc2)C1 (centres undefined),8,3,-6,5,-2,5,x,-2
O=C(CCN=C1NS(=O)(=O)c2ccccc21)OCC(=O)c1ccccc1,7,x,-2,x,1,x,1,-12
Cc1cc(SCC(=O)Nc2ccc(O)cc2)n2nc(C)c(-c3ccccc3)c2n1,14,-1,29,-3,-1,-32,-13,21
S=c1[nH]nc(-c2ccccn2)n1/N=C/c1c(Cl)cccc1Cl,15,x,0,x,-3,x,5,0
Cc1cccc(NC(=O)NNC(=O)COc2ccc([N+](=O)[O-])cc2)c1C,12,2,x,x,2,4,x,-3
CCC(=O)OCC(=O)Nc1cc(C)c(C)cc1[N+](=O)[O-],-3,-1,-3,-10,1,-4,-1,-14
CCOC(=O)C1CCN(Cc2ccc(F)cc2)CC1,x,-5,11,-3,-1,-5,x,0
Nc1[nH]c(C(=O)c2ccccc2)c(-c2ccc(Cl)cc2Cl)c1C(=O)c1ccccc1,1,x,2,x,1,x,0,-1
Cc1nnc(SCC(=O)N2CC(=O)Nc3ccccc32)n1-c1ccccc1,4,-3,x,0,x,7,-5,x

Other results follow:
Compound,PAX8 inh HTS,Cneo AK release,EWS-Fli inh,miR122 inh,CASP6 VEID inh,PGC1a acetyl inh,FN deposition inh,LGR2 antag
COC(=O)[C@H]1[C@H](CO)[C@H]2Cn3c(ccc(C4=CCCC4)c3=O)[C@H]2N1C(=O)C1CCCC1,x,-2,1,2[16.7 µM],2,x,-7,-1
O=C(Cn1ccsc1=NC(=O)C(F)(F)F)c1ccccc1,x,-2,x,-6,x,15,x,-17
C[C@@H]1CN([C@H](C)CO)C(=O)c2cc(N(C)C)ccc2O[C@@H](C)CCCCO[C@H]1CN(C)Cc1ccccc1,0,-1,2,-6[16.7 µM],-9,-9,x,5
COc1ccc(NC(=O)C2CCCN2C(=O)OCc2ccccc2)cc1 (centres undefined),10,-1,0,0,2,2,2,6
CCc1nc2c(OCc3ccc(F)c(F)c3)cccn2c1N(C)C(=O)C(C)C,2,1,-1,5,2,15,-2,2
CCOc1ccc(NC(=S)NCCCN2CCN(c3ccc(OC)cc3)CC2)cc1,9,-1,4,-3,-4,-11,3,13

Screens deposited in PubChem BioAssay by Broad Institute.
